Screening data from PubChem BioAssay.
TNAP activation fold = stimulation of alkaline phosphatase TNAP activity – biochemical, luminescent, no phosphate acceptor, uHTS, primary screen (AID 1001). 200,000 compounds, 0.03% hits. purified TNAP, luminescent activation assay, no phosphate acceptor; higher activation fold means a stronger effect. activation fold at 20 µM, or EC50 in µM where a hit was titrated; in the data active = activation fold from about 3, or a potency from the dose series; inactive = the rest, 99 in 100 with activation fold below about 1.6; also: many of its hits are not listed in these tables
WT yeast gro inh = growth inhibition of WT yeast, mitochondrial fusion screen. 190,000 compounds, 2.1% hits. inhibition, % at 10 µM. mitochondrial fusion phenotypic screen, WT strain; in the data active = inhibition above about 58%; tested in S. cerevisiae
Yfh1-depleted yeast = mitochondrial function rescue without frataxin homolog – Friedreich's ataxia, plus single-dose screen, dose response (AID 1465); S. cerevisiae Yfh1-off respiration, WST-1 reduction, 72 h; higher fold induction means a stronger effect; one-dose fold induction at 50 µM; EC50 in µM for titrated hits; 220,000 compounds, 0.074% hits;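 active = fold induction of absorbance versus untreated yeast above a set limit, then at least 30% activation at any dose in follow-up; inconclusive = repeats straddling the limit, or above it without dose testing; inactive = fold induction below the set limit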;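 also: activators that raise dye reduction in frataxin-depleted yeast; strong numbers were not always called active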
LYP phosphatase = inhibitors of LYP phosphatase, biochemical, fluorescence intensity, uHTS (AID 1779); recombinant LYP phosphatase, fluorescence intensity; higher % means a stronger effect; 290,000 compounds, 0.054% hits; inhibition, % at 11.5 µM, or IC50 in µM where a hit was titrated;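 also: plate controls were vehicle with enzyme for no effect and no enzyme for full effect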
P. falciparum M1AAP = P. falciparum M1AAP inhibitors, biochemical, fluorogenic H-Leu-NHMec substrate, 1536-well (AID 1445); recombinant M1AAP, H-Leu-NHMec fluorogenic kinetic assay; higher % means a stronger effect; inhibition, % at 30 µM, or IC50 in µM where a hit was titrated; 220,000 compounds, 0.42% hits;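 active = primary inhibition above the hit cutoff, then over 50% inhibition at one or more dose response concentrations, cut at about 23% in these data, passing the limit was not always enough; inconclusive = conflicting primary data, or primary hits not chosen for dose response; inactive = low primary inhibition, or under 50% at every dose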;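 also: plate controls were DMSO full reaction for no effect and no enzyme background for full effect; strong numbers were not always called active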
XIAP antagonists = small molecules displacing peptide from XIAP – biochemical, IAP family, fluorescence polarization (AID 1018); 200,000 compounds, 0.007% hits; one-dose displacement, % at 20 µM; IC50 in µM for titrated hits; XIAP BIR domain, fluorescence polarization peptide displacement; higher % means a stronger effect; in the data active = displacement above about 50%; also: a part of the inactive calls stands beside numbers as strong as those of hits
PMI inhibitors = MPI enzyme activity inhibition – biochemical, fluorescence intensity, coupled assay, primary screen (AID 1209) | purified PMI enzyme, coupled fluorescence intensity; higher % means a stronger effect | one-dose inhibition, % at 20 µM; IC50 in µM for titrated hits | 190,000 compounds, 0.42% hits;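 also: plate controls were DMSO vehicle for no effect and wells lacking substrate for full effect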
P. falciparum M17LAP = P. falciparum M17LAP inhibitors, primary screen, biochemical, fluorogenic H-Leu-NHMec substrate, 1536-well (AID 1619); 220,000 compounds, 0.38% hits; inhibition, % at 30 µM, or IC50 in µM where a hit was titrated; recombinant M17LAP, H-Leu-NHMec fluorogenic kinetic assay; higher % means a stronger effect;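 active = compound inhibiting the enzyme by more than half at any dose during confirmatory dose-response retesting; inconclusive = strong single-dose inhibitors picked by rank but not retested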;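 also: plate controls were full reaction with DMSO carrier for no effect and no enzyme background for full effect; strong numbers were not always called active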
PMI inhibition = human PMI inhibitors, high substrate, primary screen, biochemical, fluorescence intensity, high mannose 6-phosphate (AID 1220). recombinant PMI enzyme, coupled fluorescence intensity; higher % means a stronger effect. inhibition, % at 20 µM; hits with a dose series show IC50 in µM. 190,000 compounds, 0.66% hits
WT yeast gro inh mutant strain = second read-out of WT yeast gro inh, no call of its own (marks repeat the call); inhibition, %; mitochondrial fusion phenotypic screen, mutant strain inhibition
* marks the source's active call; other numbers are inactive results; i = inactive; ? = inconclusive; nt = not tested or not shown. Rule as the data show it, unless noted: active = inhibition above about 50%; inactive = the rest. Rows are unselected; 3.7% or so of the library scored in one or more.

The first 5 records, to show the layout:
Values run as follows: TNAP activation fold, WT yeast gro inh, WT yeast gro inh mutant strain, Yfh1-depleted yeast, LYP phosphatase, P. falciparum M1AAP, XIAP antagonists, PMI inhibitors, P. falciparum M17LAP, PMI inhibition
CCN(Cc1ccccc1)C(=O)c1ccccc1C
    1, -5, 2, i, 0%, -2%, -1.7%, 14%, 4%, 8%
Cc1cccc(N=C(NO)c2nonc2N)c1
    1.1, -22, -2, i, -6%, -3%, -1.5%, -2%, -20%, 1%
C=CCNC(=O)c1c(N)n(-c2cccc(S(N)(=O)=O)c2)c2nc3ccccc3nc12
    1, -3, 4, i, -9%, 16%, -1.8%, 17%, -49%, 37%
Cc1ccccc1C(=O)Nc1ccc(Br)cn1
    1.2, -6, 5, i, -10%, 1%, -2.2%, -5%, 9%, -10%
Cc1cc2c(cc1C)C(=O)NC(C)(C)C2
    1.1, 6, 13, i, 0%, 1%, -14%, 13%, -2%, 6%

The whole of this part (from the top)
Values run as follows: TNAP activation fold, WT yeast gro inh, WT yeast gro inh mutant strain, Yfh1-depleted yeast, LYP phosphatase, P. falciparum M1AAP, XIAP antagonists, PMI inhibitors, P. falciparum M17LAP, PMI inhibition
CCN(Cc1ccccc1)C(=O)c1ccccc1C
    1, -5, 2, i, 0%, -2%, -1.7%, 14%, 4%, 8%
Cc1cccc(N=C(NO)c2nonc2N)c1
    1.1, -22, -2, i, -6%, -3%, -1.5%, -2%, -20%, 1%
C=CCNC(=O)c1c(N)n(-c2cccc(S(N)(=O)=O)c2)c2nc3ccccc3nc12
    1, -3, 4, i, -9%, 16%, -1.8%, 17%, -49%, 37%
Cc1ccccc1C(=O)Nc1ccc(Br)cn1
    1.2, -6, 5, i, -10%, 1%, -2.2%, -5%, 9%, -10%
Cc1cc2c(cc1C)C(=O)NC(C)(C)C2
    1.1, 6, 13, i, 0%, 1%, -14%, 13%, -2%, 6%
CCCN(CCC)C(=O)C1CCCN1S(=O)(=O)c1cccc2nsnc12 (stereo not given)
    nt, nt, nt, i, -8%, -2%, nt, nt, 6%, nt
OCC(O)CN1CCCC1 (stereo not given)
    nt, nt, nt, i, -8%, 3%, nt, nt, 3%, nt
CC(=O)NC1CC2CCCC(C1)N2CC(=O)N1CCCc2ccccc21 (stereo not given)
    1.1, 21, 12, i, -5%, 6%, -2.2%, -1%, -4%, -4%
COc1ccc(-n2c(C)cc(C(=O)CN3C(=O)c4ccccc4C3=O)c2C)cc1
    1, -13, 1, i, 0%, 4%, -7.8%, 13%, 8%, 12%
O=C1CN(c2nc(-c3cccs3)nc3sc4c(c23)CCCC4)CCN1
    1.1, 33, 13, i, 0%, 6%, -3.8%, -51%, -4%, -122%
Cc1noc(/C=C/N(C)C)c1S(=O)(=O)N1CCC(C(=O)O)CC1
    1.1, -6, -7, i, 2%, 17%, -6.1%, 10%, 48%, 10%
Cc1ccc(S(=O)(=O)NNC(=O)C(O)(c2ccccc2C)c2ccccc2C)cc1
    1.2, 12, -7, i, -2%, -1%, -3.2%, 18%, -9%, 4%
Cc1ccc(NCc2nc3ccccc3n2CCOc2ccccc2)cc1
    2.2, 63*, 34*, i, -3%, 6%, -9.6%, 49%, 7%, nt
S=C(NCc1ccccc1)NCc1ccccc1
    1, 14, 16, i, -2%, 7%, -2.2%, 11%, -3%, 1%
CCOc1ncccc1C(=O)OCC(=O)c1c(N)n(C)c(=O)n(C)c1=O
    1, 13, -2, i, -13%, 8%, -2.6%, 1%, 4%, 1%
O=C(NCCc1ccccc1)C1CCN(S(=O)(=O)c2cccnc2)CC1
    1.1, 11, 6, i, -4%, 1%, -2.2%, 4%, 2%, -4%
Clc1ccc(-c2nc3ccccn3c2CN2CCOCC2)cc1
    0.9, -2, 11, i, 1%, 5%, -7.1%, -5%, -17%, -4%
O=C(CSc1nnc2ccccn12)NCc1ccc2c(c1)OCO2
    1, 1, -1, i, -11%, -1%, -7.2%, -3%, 9%, 1%
COc1ccccc1NC(=O)CSc1nc2sc(C)c(C)c2c(=O)n1Cc1ccco1
    1.1, 1, 7, i, 7%, 11%, -1.6%, 13%, 6%, 17%
Clc1ccc2nc(NC3=NCN(CCN4CCOCC4)CN3)nc(-c3ccccc3)c2c1
    1.1, nt, nt, nt, -8%, nt, -6.1%, 14%, nt, 10%
CC(=O)Nc1ccc(S(=O)(=O)N2CCN(c3cnn(C)c(=O)c3Cl)CC2)cc1
    1, -4, -17, i, -5%, 2%, -5.6%, 3%, 0%, 11%
O=C(CCc1nnc(-c2ccsc2)o1)NCc1ccccc1OC(F)(F)F
    1.1, 1, -2, i, -8%, -1%, -6.9%, 8%, 2%, 6%
CN1C(=O)NC(NC(=O)c2cccs2)(C(F)(F)F)C1=O (stereo not given)
    1.1, -1, 1, i, -2%, -1%, -7.9%, 20%, -2%, 7%
N#CCSc1nc2c(sc(=S)n2Cc2ccco2)c(=O)n1-c1ccc(F)cc1
    1.1, -3, 15, i, 6%, 8%, -5.5%, 8%, 4%, 10%
COCCn1c(C(C)C)nc2ccccc21
    nt, nt, nt, i, 0%, 9%, nt, nt, 7%, nt
Cc1ccc2cccnc2c1NC(=S)NC(=O)c1ccccc1
    1.3, -6, -15, i, -3%, 2%, -2.0%, nt, 11%, 46%
O=C(Cc1ccc(Cl)c(Cl)c1)Nc1cccc(S(=O)(=O)N2CCOCC2)c1
    1.1, 9, 13, i, 4%, 6%, -2.3%, 0%, 14%, -3%
Cc1ccc(C(=O)NC(NCc2ccco2)C(Cl)(Cl)Cl)cc1 (stereo not given)
    1, -5, -2, i, -1%, -6%, -2.8%, 16%, -5%, 6%
Cc1cnn(C(=O)c2cc(-c3ccccc3)nc3ccccc23)c1
    1.1, -6, -1, i, -8%, 6%, -4.1%, 2%, 6%, 0%
O=C(N/N=C/c1ccc(-c2ccc(S(=O)(=O)Nc3ncccn3)cc2)o1)c1cc2ccccc2cc1O
    1, -5, 9, nt, 16%, 42µM*, -61%, 6%, -2%, -5%
O=c1[nH]c(N2CCN(c3ccccc3)CC2)nc2c1CCCC2
    1.2, 14, 1, i, 6%, 0%, -4.3%, -1%, 3%, -5%
Nc1cc(C(=O)c2ccccc2)ccc1[N+](=O)[O-]
    1, 7, 7, i, -4%, 1%, -3.4%, -14%, 2%, -14%
COC(=O)c1ccc(COc2ccc(/C=N/Nc3cccc(C(=O)O)c3)cc2)cc1
    nt, nt, nt, i, -1%, 5%, nt, nt, 7%, nt
O=C(COC(=O)CCc1c[nH]c2ccccc12)NC1CCS(=O)(=O)C1 (stereo not given)
    1.1, -21, -10, i, -4%, 6%, -2.4%, -8%, -6%, -1%
OCCNCCCCOc1ccccc1F
    1.1, 21, 31, i, -7%, -2%, -2.2%, 12%, -10%, 10%
COC(=O)C1CCN(S(C)(=O)=O)CC1
    1, -17, -9, i, -7%, 5%, -6.5%, 1%, 8%, 1%
O=C(O)CSc1nnc(-c2ccc3c(c2)OCO3)o1
    1.1, -4, 1, i, -4%, -6%, -3.5%, 14%, -5%, 10%
Cn1c(C(=O)N2CCCC(C(=O)NCCCSC3CCCCC3)C2)cc2sccc21 (stereo not given)
    1.1, 14, 15, nt, -11%, 3%, -2.0%, 6%, 3%, 5%
COc1ccc(NC(=O)NCCCN2CCCC2=O)cc1
    1, 5, -10, i, -2%, 0%, -3.4%, 12%, 3%, 10%
C=CCc1cccc(CNc2c(C)n(C)n(-c3ccccc3)c2=O)c1O
    1, 7, 7, i, 3%, 5%, -1.6%, 13%, 11%, 9%
COC(=O)c1ccc2c(=O)n(-c3ccccc3)c(=S)[nH]c2c1
    1, -3, 16, i, 5%, 12%, -4.0%, 1%, 3%, 0%
COc1cc2ncnc(NCc3ccc(C)cc3)c2cc1OC
    0.9, -1, 2, i, -9%, 14%, -5.5%, 2%, 21%, -8%
Cc1cccc(NC(=O)CSCc2nc3c(nnn3Cc3ccc(F)cc3)c(=O)[nH]2)c1C
    1, -3, 0, i, 2%, 2%, -7.4%, -19%, 23%, -3%
CCOC(=O)c1cc2occc2n1Cc1ccc(F)cc1
    1.1, 3, -5, i, 0%, 5%, -6.5%, 20%, -10%, 10%
O=C(Nc1nnc(C2CCCCC2)s1)c1ccco1
    1.1, 16, 20, i, -4%, 3%, -0.3%, -5%, 2%, -10%
Cc1ccc(/C=N/NC(=O)C(NC(=O)c2ccccc2)c2n[nH]c(=O)c3ccccc23)cc1 (stereo not given)
    1.1, -2, 2, i, 2%, 7%, -6.6%, 14%, -4%, 11%
CC1CCN(CC(=O)Nc2ccccc2C(=O)c2ccccc2)CC1
    1, 13, 7, i, -7%, 0%, -1.7%, 9%, -5%, 4%
O=C(CSc1nc2ccccc2c(=O)n1-c1ccc(F)cc1F)c1c[nH]c2ccccc12
    0.9, -8, 6, i, 1%, 3%, -7.0%, 16%, -12%, 4%
O=C(Nc1nnc(SCc2ccccc2)s1)c1ccco1
    1.1, 11, -15, i, -7%, -13%, -7.0%, 7%, -2%, 11%
CC1CCCN(C(=O)c2cc(N3C(=O)C4C5CCC(C5)C4C3=O)ccc2Cl)C1 (stereo not given)
    1.1, -4, -8, i, -6%, 2%, -1.8%, -11%, -6%, -5%

Structures from the list above that have an aryl methoxy group:
Values run as follows: TNAP activation fold, WT yeast gro inh, WT yeast gro inh mutant strain, Yfh1-depleted yeast, LYP phosphatase, P. falciparum M1AAP, XIAP antagonists, PMI inhibitors, P. falciparum M17LAP, PMI inhibition
COc1ccc(-n2c(C)cc(C(=O)CN3C(=O)c4ccccc4C3=O)c2C)cc1
    1, -13, 1, i, 0%, 4%, -7.8%, 13%, 8%, 12%
COc1ccccc1NC(=O)CSc1nc2sc(C)c(C)c2c(=O)n1Cc1ccco1
    1.1, 1, 7, i, 7%, 11%, -1.6%, 13%, 6%, 17%
COc1ccc(NC(=O)NCCCN2CCCC2=O)cc1
    1, 5, -10, i, -2%, 0%, -3.4%, 12%, 3%, 10%
COc1cc2ncnc(NCc3ccc(C)cc3)c2cc1OC
    0.9, -1, 2, i, -9%, 14%, -5.5%, 2%, 21%, -8%

More records:
Values run as follows: TNAP activation fold, WT yeast gro inh, WT yeast gro inh mutant strain, Yfh1-depleted yeast, LYP phosphatase, P. falciparum M1AAP, XIAP antagonists, PMI inhibitors, P. falciparum M17LAP, PMI inhibition
COc1ccc(-c2nnc(SCC(N)=O)n2N)cc1
    1.1, 18, 13, i, -4%, 0%, -9.9%, 7%, -5%, 9%
O=C(O)/C=C/C(=O)Nc1ccc(NC(=O)c2ccccc2)c(Cl)c1
    1, -7, -3, i, -8%, -4%, -3.7%, -16%, -1%, -8%
COc1ccccc1C(=O)NC(=S)Nc1ccc(S(=O)(=O)N2CCN(C)CC2)cc1
    0.9, -1, 13, i, 4%, 9%, -3.3%, 2%, -12%, 4%
O=C(Cc1cn2ccsc2n1)NCCc1ccc(F)cc1
    1.1, 4, 2, i, -8%, 2%, -14%, -9%, 5%, -10%
O=C1ON=C(c2ccccc2)/C1=C/c1ccc(OS(=O)(=O)c2ccccc2)cc1
    1, -6, 5, i, -7%, ?, -7.1%, -13%, 29%, -24%
